High-throughput results from PubChem.
SSB-PriA inh: blocks PriA binding to SSB C-terminal tail. AID 1272365. inhibition, % at 33 µM. 0.6% of 430,000 active. AlphaScreen SSBct-PriA binding, biotinylated peptide; in the data active = inhibition mostly above about 37%, no sharp cut-off; inactive = mostly below about 20%;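 also: plate controls were negative control peptide for no effect and reference peptide for full effect; strong numbers were not always called active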
Active calls of the source: *; & = joins results of further samples. This is a subset. The share of hits here may be higher or lower than overall.

SMILES	SSB-PriA inh
CC1CCC(C(C)C)C(OCC(O)CN(C(C)C)C(C)C)C1 (stereo not given)	-3
NC(=NOC(=O)CC1CCCCC1)c1ccc(Cl)cc1	-22
Cc1cc(CCNC(=O)C2CC(=O)N(c3cccc(Br)c3)C2)on1 (stereo not given)	4
O=C(c1ccc2c(c1)CCCC2)N1CCN(c2nc3ccc([N+](=O)[O-])cc3s2)CC1	-1
COc1cc(OC)cc(C(=O)Nc2nc(CC(=O)Nc3ccc4c(c3)OCO4)cs2)c1	16
Cc1nnsc1C(=O)Nc1ccccc1Cc1ccccc1	-12
Cc1nc(SCC(=O)Nc2ccccc2Br)cc(-c2ccccn2)n1	5
COc1ccc(Cl)cc1NC(=O)CC(C)=NNC(=O)c1ccccc1Cl	1
Cc1ccc(OCCCC(=O)NCC(C)C)c(C)c1	-2&6
Cc1cccc(NC(=O)Nc2cccc(-c3ccc4nncn4n3)c2)c1	-3&-2
COc1ccccc1OCC(=O)Nc1nc(CN2CCc3ccccc3C2)cs1	-8&4
Cc1cc(C(=O)N(CCCN(C)C)c2nc3c(Cl)cccc3s2)no1	-15
COc1ccc(F)cc1S(=O)(=O)NCCOc1ccc(F)cc1	-9
O=S(=O)(NCCc1ccccn1)c1ccc2ccccc2c1	6
Cc1cccc(NC(=O)C(=O)NC[C@H](O)c2ccc(C(F)(F)F)cc2)c1C	2
O=C(Nc1cnc(N2CCOCC2)nc1)c1ccc(C(F)(F)F)cc1	8
CCN(CC)CCN(C(=O)c1ccc(C(=O)c2ccccc2)cc1)c1nc2c(C)cccc2s1	15
CCOc1cccc2sc(NCCN(C)C)nc12	17
CC(=O)Nc1ccc(N=CC2=C(O)CC(C)(C)CC2=O)cc1	-3
Cc1ccc(N2CCN(N=Cc3ccccc3)CC2)cc1	-15
CS(=O)(=O)N1CCC(n2ccnn2)CC1	11
COc1cccc(NC(=O)NCc2cc(-c3cccs3)n(C3CCCC3)n2)c1OC	-23
O=C(NN1C(=O)/C(=C/c2cccc3ccccc23)SC1=S)c1ccccc1F	5
Cc1ccccc1[C@@H]1CC(=O)NC(SCC(=O)N(c2ccccc2)c2ccccc2)=C1C#N	-2
Cc1cc(N(C)C)nc(CNC(=O)Cc2ccc(F)cc2)n1	-27
More compounds:
SMILES	SSB-PriA inh
CNC(=O)N(O)C1N(N=Cc2ccc(SC)cc2)C(=S)SC1(C)C (stereo not given)	9
COc1ccc(C=NNC(=O)c2ccc(COc3ccccc3Cl)o2)cc1	-8
O=C(Nc1cnc(N2CCOCC2)nc1)c1cnccn1	9
O=C(NCCc1ccccc1)N1CCC(c2nnc(-c3ccco3)s2)CC1	5
O=C(NCCCn1ccnc1-c1ccccc1)c1ccccc1C(F)(F)F	-9
Cc1ccc2oc(C(=O)N(Cc3ccccc3)c3ccccc3)cc2n1	-7
COc1cccc(-c2noc(-c3cc(-c4ccc(Cl)cc4)n[nH]3)n2)c1OC	5
CC(=O)N1CC(C(=O)NCc2ccccn2)C1	-3
Cn1nc(C2CCN(C(=O)Cc3ccc(F)cc3)CC2)n(C2CC2)c1=O	3
COCCNC(=O)CCc1csc2nc(-c3ccccc3)cn12	-5&2
Cc1cc(C)n(-c2nnc(C)n2N=Cc2ccc(O)cc2)n1	-16
COc1ccc(OC)c(C=NNC(=O)C(=O)NCc2cccnc2)c1	-14
COCCOCC1CCN(C(=O)NC(C)(C)C)CC1	-1
CCS(=O)(=O)c1ccc(C(=O)Nc2nc(-c3ccc(Cl)c(Cl)c3)cs2)cc1	-19
CCOC(=O)c1c(C)n(S(=O)(=O)c2ccc(CC)cc2)c2ccc(NS(=O)(=O)c3ccc(CC)cc3)cc12	-8
O=S(=O)(NCC1CCCN1c1ccccc1)c1ccc(OC(F)(F)F)cc1 (stereo not given)	18
O=c1[nH]c(SCc2cccnc2)nc2c1cnn2-c1cccc(Cl)c1	-6
O=C1CC[C@@H](C(=O)NCc2cc(-c3ccco3)on2)N1	-2
CCOc1ccc(CC(=O)NCC2CCN(C3CCCC3)CC2)cc1	-9
O=C(NCCSC1CCOCC1)c1ccc2nsnc2c1	6
CC[C@@H](C(=O)N1CC(c2nc(-c3cccc(C(F)(F)F)c3)no2)C1)c1ccccc1	-14
CCCc1cc(=O)[nH]c(NN=C/C=C\c2ccccc2)n1	-19
O=C(NN=Cc1ccc([N+](=O)[O-])o1)c1cc(-c2ccncc2)nc2ccccc12	-10
C(=C\c1ccccc1)/C[C@@H](/C=C/c1ccccc1)N1CCN(C(c2ccccc2)c2ccccc2)CC1	-19
CCOc1ccc(CNC(=O)CCn2cnc3c([nH]c4ccc(F)cc43)c2=O)cc1OCC	-1
(further entries)
SMILES	SSB-PriA inh
CC1Cc2cc(C(O)=C3C(=O)C(=O)N(CCN4CCOCC4)C3c3cccc(O)c3)ccc2O1 (stereo not given)	-23
CCCc1cc(=O)n(CC(=O)NCCc2ccccc2)cn1	-14
COc1ccc(Cl)cc1S(=O)(=O)NCCCC(=O)NCc1ccccc1	-11
COC(=O)c1c(C(=O)OC)c2c3ccccc3ccn2c1C(=O)OC	7
Cc1nc2ccccc2c(=O)n1N=Cc1cccs1	-4
Cc1ccc(C=NN=Cc2ccc(C)s2)s1	9
Cc1cc(C(=O)c2cnc(N=CN(C)C)s2)cc(C)c1O	4
COc1ccc(S(=O)(=O)NC[C@H](OC)c2ccc(C)s2)c(C)c1	-9
Cc1ccc(Nc2ccc(N3CCN(C(=O)c4ccc(Cl)cc4)CC3)nn2)cc1	4
NC(=O)c1ccc(NC(=O)CN2CCN(c3ccc4c(c3)OCO4)C2=O)cc1	-2
O=C(c1ccsc1)N1CCC(N2CCC(Oc3ccccc3F)CC2)CC1	2
COc1ccc(Cc2nnc(NN=Cc3ccc(O)cc3O)[nH]c2=O)cc1OC	103
CC(C)NC(=O)C1CCCN(c2ccc(-c3ccc(Cl)cc3)nn2)C1 (stereo not given)	2
O=C(Nc1nnc(-c2ccc3c(c2)OCO3)o1)c1cc2ccccc2oc1=O	-25
O=C(NCCc1csc(-n2cccn2)n1)c1ccc(-n2cccc2)cc1	-13
COc1ccc(C=NNC(=S)Nc2cccc(C(=O)O)c2)cc1	-8
CCOc1cccc2cc(C(=O)Nc3ccc4c(c3)C(=O)N(C)C4=O)oc12	13
O=C(Cc1cc(-c2ccc(F)cc2)on1)NCc1ccccc1Cl	-5
Cc1c(C(=O)Oc2coc(CSc3nnc(NC(=O)c4cccs4)s3)cc2=O)cccc1[N+](=O)[O-]	-7
O=C(CCS(=O)(=O)c1ccccc1)NCC1(O)CCOc2ccccc21 (stereo not given)	-4
Cc1cc(CNC(=O)c2cncc(Br)c2)c(C)o1	8
CN1CCCc2cc(CCNC(=O)Cc3ccc(F)cc3)ccc21	-14
COc1ccccc1C=NNC(=O)CC(=O)NCCc1ccccc1	1
Cc1cc(OCC(=O)Nc2ccc(F)cc2Cl)nc(N2CCc3ccccc3C2)n1	-21
COc1ccc(-c2csc(CN3CCN(C(=O)c4cccs4)CC3)n2)cc1	-1

4 of these compounds in another layout:
CCOc1cccc2cc(C(=O)Nc3ccc4c(c3)C(=O)N(C)C4=O)oc12
  SSB-PriA inh = 13
O=C(Cc1cc(-c2ccc(F)cc2)on1)NCc1ccccc1Cl
  SSB-PriA inh = -5
Cc1c(C(=O)Oc2coc(CSc3nnc(NC(=O)c4cccs4)s3)cc2=O)cccc1[N+](=O)[O-]
  SSB-PriA inh = -7
O=C(CCS(=O)(=O)c1ccccc1)NCC1(O)CCOc2ccccc21 (stereo not given)
  SSB-PriA inh = -4

Shown with each value named: four of the compounds above
COc1ccc(OC)c(C=NNC(=O)C(=O)NCc2cccnc2)c1
  SSB-PriA inh: -14

O=C(Nc1cnc(N2CCOCC2)nc1)c1ccc(C(F)(F)F)cc1
  SSB-PriA inh: 8

Cc1nc(SCC(=O)Nc2ccccc2Br)cc(-c2ccccn2)n1
  SSB-PriA inh: 5

Cc1nnsc1C(=O)Nc1ccccc1Cc1ccccc1
  SSB-PriA inh: -12

(listing goes on)
SMILES	SSB-PriA inh
O=C(NCc1cc(-c2ccccc2)on1)C1CC(=O)N(c2ccccc2)C1 (stereo not given)	7
CCOc1ccc2cc(C3CC(c4ccc(C)cc4)=NN3C(C)=O)c(=O)[nH]c2c1 (stereo not given)	-7
O=C(Cc1cccc2ccccc12)NCCS(=O)(=O)N1CCN(c2ccccc2)CC1	3
COc1ccc(S(=O)(=O)N2CCCCC2CC(=O)Nc2nc3ccccc3s2)cc1 (stereo not given)	-2
COc1cc(=O)n(-c2ccccc2)cc1C(=O)NCCc1cccs1	-10
COC(=O)c1ccc(NC(=O)c2cn(C)cc3c(=O)n(-c4ccccc4)nc2-3)cc1	8
COc1ccc(OC)c2sc(N(Cc3ccccn3)C(=O)c3ccccc3Oc3ccccc3)nc12	-5
COc1cccc(C=NNc2ccc(Cl)nn2)c1	1
C=CCOC(=O)C1=C(C)NC(SC)=C(C#N)C1c1ccccc1OC (stereo not given)	-7
O=C(NN=Cc1cccc(Br)c1)c1ccccc1-n1cccc1	26
N#Cc1nccnc1N1CCC(CNC(=O)CN2C(=O)CCC2=O)CC1	-7
COC(=O)c1sc2ccccc2c1S(=O)(=O)N(C)CC(=O)Nc1cccc(C(F)(F)F)c1	-9
CC(=NNC(=S)Nc1cc(S(=O)(=O)N2CCOCC2)ccc1Cl)c1ccc(N2CCOCC2)cc1	10
CSc1ccc(C=NNC(=O)c2cccc(Cl)c2)cc1	0
Clc1ccc(Oc2cccc(C=Nn3cnnc3)c2)cc1	4
Cc1nc(-c2cccc(NC(=O)COc3ccnc4c3CCCC4)c2)cs1	2
Cn1c(=O)[nH]cc(C(=O)Nc2ccc3c(c2)Cc2ccccc2-3)c1=O	6
COc1ccc(S(=O)(=O)NCC(c2ccsc2)N2CCOCC2)c(OC)c1 (stereo not given)	-5
O=C(c1ccoc1)N1CCC(CNC(=O)C2(c3ccc(Cl)cc3)CCCC2)CC1	-6
Cc1cccc(-c2nc(SCC(=O)NC3CCCC3)c3c(=O)n(C)c(=O)n(C)c3n2)c1	-2
O=C(NCC#CCN1CCCC1)Nc1c(F)cccc1F	-4
CCc1c(C(=O)NN=Cc2ccc(C)o2)csc1C	-4
CCCCCOc1ccc(C(=O)Nc2nc3c(OC)ccc(Cl)c3s2)cc1	-9
CCCCc1ccc(NC(N)=Nc2nc(C)cc(C)n2)cc1	4
CCN1C(=O)c2cc(N)ccc2Oc2ccccc21	28
Later entries.
SMILES	SSB-PriA inh
Cn1nc(-c2ccccc2NC(=O)c2ccc(N3CCOCC3)cc2)ccc1=O	-14
CSc1ccc2nc(Nc3nc4ccc5nc(C)sc5c4s3)sc2c1	-6&3
CCOc1ccc(S(=O)(=O)NCC[C@H]2CCCCN2S(=O)(=O)c2ccc(C)cc2)cc1	-4
Cc1ccc(CNC(=O)CON=Cc2ccc3c(c2)OCO3)cc1	-20
Cc1ccccc1C(=O)NCCOc1ccc2c(c1)OCO2	10
O=C(c1ccccc1C(F)(F)F)N1CCC2(CC1)NC(=O)N(Cc1ccc(F)cc1)C2=O	-20
COc1ccc(C(CNS(=O)(=O)c2ccc(Cl)s2)N2CCOCC2)cc1 (stereo not given)	-14&12
COc1ccc2nc(N(Cc3ccccn3)C(=O)c3cc(C)on3)sc2c1	-5
O=C1CCc2cc(S(=O)(=O)N3CCc4ccccc4C3)cc3c2N1CC3	-7
CC(=O)Nc1ccc(Nc2nc(N3CCOCC3)nc(N3CCOCC3)n2)cc1	-10&-6
COC(=O)c1sc(NC(C)=O)c(C#N)c1C	-11
Cc1cccc(C)c1NC(=O)Cn1nc(-c2ccco2)c2sc(N3CCCC3)nc2c1=O	-8
Nc1nonc1-c1nc2ccccc2n1CC(=O)NN=Cc1ccc(-c2cccc(C(=O)O)c2)o1	3
O=C(CCCc1ccccc1)NCCc1csc(-c2cccnc2)n1	-2
O=C(CCCCn1c(=O)c2ccccc2n(Cc2ccccc2F)c1=O)NCc1ccc2c(c1)OCO2	-17
COc1ccc(-c2csc(SCc3ccc(C(=O)NCc4ccc(F)cc4)o3)n2)cc1OC	15
COc1cccc(C(=O)N(C)CC2Cc3ccccc3CO2)c1OC (stereo not given)	-1
CC1CCc2sc(C(=O)NN=Cc3ccc([N+](=O)[O-])cc3)cc2C1 (stereo not given)	3
NC(=O)c1ccc(NC(=O)CN2CCC(C(N)=O)CC2)cc1	-12
Cc1ccc(Cn2c(=O)[nH]c3cccnc3c2=O)cc1	6
OC(COCC1CC2CCC1C2)CN1CCC(Cc2ccccc2)CC1 (stereo not given)	-14&-5
O=C(CN1C(=O)CCC1=O)N1CCC(Oc2cccc3cccnc23)CC1	-13
CCCCOc1c(Br)cc(C=NO)cc1OCC	-1
C=CCc1cccc(C=NNC(=O)c2ccccc2OC)c1O	-26
CCOc1cccc(C=NNC(=S)Nc2ccccc2[N+](=O)[O-])c1O	7

Arranged by formula weight (highest first): 7 of the compounds above.
SMILES	SSB-PriA inh
COc1ccc(-c2csc(SCc3ccc(C(=O)NCc4ccc(F)cc4)o3)n2)cc1OC	15
Nc1nonc1-c1nc2ccccc2n1CC(=O)NN=Cc1ccc(-c2cccc(C(=O)O)c2)o1	3
COc1ccc(C(CNS(=O)(=O)c2ccc(Cl)s2)N2CCOCC2)cc1 (stereo not given)	-14&12
CC(=O)Nc1ccc(Nc2nc(N3CCOCC3)nc(N3CCOCC3)n2)cc1	-10&-6
COc1ccc2nc(N(Cc3ccccn3)C(=O)c3cc(C)on3)sc2c1	-5
CCOc1cccc(C=NNC(=S)Nc2ccccc2[N+](=O)[O-])c1O	7
C=CCc1cccc(C=NNC(=O)c2ccccc2OC)c1O	-26

Next structures follow:
SMILES	SSB-PriA inh
Cc1ccc(S(=O)(=O)NN=Cc2cc([N+](=O)[O-])ccc2O)cc1[N+](=O)[O-]	10
CCOC(=O)CSc1nc2c([nH]c3ccccc32)c(=O)n1-c1cccc(C(F)(F)F)c1	-8
NCC[C@H](O)c1cccc2ccccc12	-4
COc1ccc(NC(=O)CCc2c(C)[nH]c(=O)[nH]c2=O)cc1Cl	1
Cc1cc(=O)[nH]c(NN=Cc2cc(C)n(-c3ccccc3)c2C)n1	17
Cc1nn(-c2ccc(N3CCN(C(=O)/C=C/c4ccccc4)CC3)nn2)c(C)c1C	6
CCN1CCC[C@@H]1CNC(=O)c1cnn2c1OCCC2	-19
O=C(CSc1ccc(NC(=O)c2cccs2)nn1)Nc1cccc(C(F)(F)F)c1	-2&-1
CCCCCn1c(NS(=O)(=O)c2ccccc2)c(S(=O)(=O)c2ccccc2)c2nc3ccccc3nc21	59
